Source: PubChem BioAssay (several laboratories)
NPY Y2 blocker: blocks the human neuropeptide Y Y2 receptor | P49146 | NPY-Y2 expressing cells, antagonist mode | inhibition, % at 2.7 µM | actives 0.99% (n = 140,000); in the data active = inhibition above about 17%;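 note: 0% = vehicle with agonist challenge and 100% = reference antagonist with challenge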
Target sequence (P49146 whole entry, looked up): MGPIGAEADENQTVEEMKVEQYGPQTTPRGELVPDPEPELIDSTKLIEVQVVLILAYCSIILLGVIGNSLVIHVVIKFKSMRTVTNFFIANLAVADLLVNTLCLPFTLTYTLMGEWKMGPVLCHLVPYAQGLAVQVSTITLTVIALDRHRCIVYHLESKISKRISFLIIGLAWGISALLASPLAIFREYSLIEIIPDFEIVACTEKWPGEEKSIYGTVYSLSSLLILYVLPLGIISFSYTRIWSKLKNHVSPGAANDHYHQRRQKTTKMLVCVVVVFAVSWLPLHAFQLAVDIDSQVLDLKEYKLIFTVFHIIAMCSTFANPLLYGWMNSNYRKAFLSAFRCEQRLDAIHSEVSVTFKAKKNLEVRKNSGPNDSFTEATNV
Phagocyt inh: macrophage phagocytosis inhibition; J774A.1 macrophage IgG-bead phagocytosis, imaging; inhibition, % at 5 µM; actives 0.07% (n = 110,000); AID 1029;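 active = inhibition above the mean of the plate negative controls plus 5 SD, cut at about 13% in these data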;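 note: phagocytic index as fraction of beads internalized from green versus red external bead signal; plate controls were DMSO negative control for no effect and cytochalasin-D positive control for full effect; some results beyond the cut were filed as inactive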
GALR2 blocker: blocks the human galanin receptor 2; AID 828; GALR2-expressing cells, antagonist mode; inhibition, % at 4 µM; actives 0.39% (n = 140,000); in the data active = inhibition above about 27%;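 note: cells stimulated with galanin 1-16 at roughly its EC80; 0% = agonist challenge control and 100% = basal control without agonist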
Target sequence (O43603 whole entry, looked up): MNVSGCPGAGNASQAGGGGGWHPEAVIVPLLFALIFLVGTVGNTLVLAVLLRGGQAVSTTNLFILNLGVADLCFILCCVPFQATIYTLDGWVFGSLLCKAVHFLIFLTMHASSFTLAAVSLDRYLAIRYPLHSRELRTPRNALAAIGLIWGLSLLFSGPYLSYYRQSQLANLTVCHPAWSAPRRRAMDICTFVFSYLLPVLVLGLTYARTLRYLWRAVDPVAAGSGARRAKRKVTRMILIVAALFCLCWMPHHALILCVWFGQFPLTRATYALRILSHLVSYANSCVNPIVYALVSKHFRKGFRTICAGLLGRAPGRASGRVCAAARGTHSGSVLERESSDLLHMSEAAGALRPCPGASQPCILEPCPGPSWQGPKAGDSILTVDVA
HCT116 PTEN-null: suppresses growth of cells with PTEN deletion; viability, % at 10 µM; HCT116 PTEN-null viability, CellTiter-Glo, 60 h; active compounds read low; actives 1.2% (n = 140,000); AID 827;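 active = viability at or below a set limit, 4 SD under the median of all tested compounds, cut at about 3.7% in these data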;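 note: PTEN knockout HCT116 line with beta catenin targeted HCT116 as companion control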
MRP1 act: activates MRP-1; H69AR cells + doxorubicin, viability rescue, CellTiter-Glo; viability increase, % at 10 µM; actives 0.61% (n = 140,000); AID 799;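 active = viability gain under doxorubicin at or above a set limit, the compound median plus 3 SD, cut at about 4.7% in these data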;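 note: MRP-1 overexpressing cells given doxorubicin 25 µM after compound pretreatment; 18-22 h compound pretreatment then 72 h with doxorubicin before readout; 0% = doxorubicin-only wells and 100% = vehicle-treated cells without doxorubicin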
Yeast life ext: yeast lifespan extension; S. cerevisiae growth with nicotinamide, OD615; deaD strain in restrictive glucose medium; inhibition of the nicotinamide effect, % at 10 µM; actives 0.68% (n = 130,000); AID 775;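 active = inhibition above a set limit, placed 3 SD over the median of all compounds, cut at about 26% in these data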;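 note: 0% = nicotinamide-treated wells and 100% = cells grown without nicotinamide; some compounds called inactive have numbers as strong as hits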
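Assay system: engineered S. cerevisiae DeaD replicative-lifespan strain, galactose-grown log-phase cells; medium: restrictive CSMM-D dextrose medium; also added: nicotinamide, 1.5 mM, co-present with compound; schedule: 48 h compound exposure at 30 °C, humidified; detection: absorbance at 615 nm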
Measles CPE: protection of cells from measles virus; actives 1.5% (n = 140,000); protection (pct of control), % at 4 µM; Measles virus-infected cells, CPE protection, absorbance; AID 841; in the data active = protection mostly above about 24%, no sharp cut-off; inactive = mostly below about 26%; note: some compounds called inactive have numbers as strong as hits
bCat KO growth: beta-catenin-lacking colon tumor cell growth suppression. HCT116 beta-catenin knockout viability, CellTiter-Glo, 60 h; active compounds read low. viability, % at 10 µM. actives 1.5% (n = 140,000). AID 818;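 active = viability at or under a set limit, the compound median less 4 SD, cut at about 6% in these data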;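 note: 0% = Hyamine 1622 control at 20 µM and 100% = untreated cell control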
E-sel TNF inh: blocks E-selectin expression induced by TNF alpha. HUVEC TNFa-induced E-selectin immunofluorescence, high content. inhibition, % at 2 µM. actives 0.71% (n = 120,000). AID 1246;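 active = inhibition above the batch mean plus 3 SD, and confirmed as a hit on visual image review, cut at about 43% in these data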;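 note: 0% = TNF-stimulated DMSO wells and 100% = unstimulated control wells; not every result past the cut was called active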
Yeast growth inh: reduces growth of yeast BB579 in restrictive medium | S. cerevisiae BB579 growth, OD615, 48 h | inhibition, % at 10 µM | actives 0.51% (n = 140,000) | AID 804;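 active = inhibition above a set limit, 3 SD over the mean compound inhibition, cut at about 44% in these data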; note: inactives centre near -24
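test system = yeast BB579 (DeaD) | buffer or medium = restrictive CSMM-D medium | doses = single compound dose of 10 µM, 0.25% DMSO final | times = 4 h preincubation and 48 h exposure at 30 °C | technique = culture absorbance at 615 nm | benchmarks = amphotericin B 10 µg/mL, positive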
* hit, by the source's call; x = not tested or not shown.

SMILES	NPY Y2 blocker	Phagocyt inh	GALR2 blocker	HCT116 PTEN-null	MRP1 act	Yeast life ext	Measles CPE	bCat KO growth	E-sel TNF inh	Yeast growth inh
O=C(OCc1cc(=O)n2cc(Br)ccc2n1)C1COc2ccccc2O1 (centres undefined)	4	0	10	100	-1.4	-4	3	96	25	-15
C/C(CC(=O)Nc1ccc(Cl)c(Cl)c1)=N\NC(N)=S	-1	x	-7	91	-4.1	-16	21	75	-10	-4
O=C1CSC(=S)N1c1cccnc1	2	1	5	100	0.8	-2	21	110	-5	44*
COc1ccc(/C=N/Nc2ccc(C(F)(F)F)cc2[N+](=O)[O-])cc1O	-5	0	0	49	-3.2	2	18	63	x	-59
Cc1ccc(CNC(=O)CN2CCC(C(N)=O)CC2)cc1	1	0	-14	94	0.1	4	7	98	10	-37
O=C(NCc1ccco1)C1CCN(C(=O)Cc2ccccc2)CC1	-1	4	1	105	-1.1	-6	5	88	0	-60
COc1ccccc1N1CCN(C(CNS(=O)(=O)c2cccs2)c2cccnc2)CC1 (centres undefined)	1	-1	-14	82	-1.4	-8	6	82	x	-13
Nc1nncn1C(=O)c1cccs1	10	-1	3	95	0.4	-14	3	98	-13	2
CCCCC(=O)NCCNc1nc2c(c(=O)n(C)c(=O)n2C)n1Cc1ccccc1	0	-1	-1	90	-0.9	0	6	84	-12	-51
COc1cc(C(=O)Nc2nnc(C)s2)cc(OC)c1OC	-2	-2	-8	101	-2.0	-8	18	99	-25	-7
CCOC(=O)CSc1nc2ccc(Nc3nc(N4CCOCC4)nc(N4CCOCC4)n3)cc2s1	3	x	-8	79	-4.1	x	6	73	-11	-5
CCOC(=O)c1ccc(Nc2ccc([N+](=O)[O-])cn2)cc1	-1	-2	-3	104	0.0	2	10	103	x	-5
CCOC(=O)C(C)N1N=C(/C=C/c2ccc(C)cc2)CCC1=O (centres undefined)	1	0	-16	93	1.8	-17	x	97	-14	-11
CC(C)Oc1ccc(C(=O)NC2CCS(=O)(=O)C2)cc1 (centres undefined)	2	0	-6	98	-1.2	-5	4	99	2	-10
CSc1cc(C)nc(N(C)C(C)=O)n1	0	0	9	101	-0.5	1	9	97	42	-68
COc1ccc(N2CCCCn3c2nc2c3c(=O)n(C)c(=O)n2C)cc1	0	-2	-1	97	-3.2	-7	8	102	x	-5
CCN(c1ccccc1)S(=O)(=O)c1ccc(Cl)c(C(=O)OCC(=O)c2[nH]c(C)c(C(C)=O)c2C)c1	3	2	5	98	-3.2	9	9	93	34	-36
CC12COC3(C(=O)Nc4ccc(F)cc4)CC1CCC32C (centres undefined)	3	-10	2	95	0.6	21	2	89	8	-26
Cn1cnnc1SCCC(=O)Nc1ccc(Cl)cc1	4	x	-5	89	-1.7	x	3	91	-24	-8
CC/C(=N\NC(=O)c1c(-c2ccccc2)noc1C)c1ccc(C)o1	0	1	5	104	-1.5	1	7	91	-1	-10
CC(C)C(NC(=O)c1ccc(Cl)cc1)C(=O)O (centres undefined)	5	0	0	86	-2.4	-4	14	85	9	-15
O=C(c1ccccc1)N1CCN(Cc2cccc(Oc3ccccc3)c2)CC1	1	1	-1	84	-0.5	-2	5	83	x	12
COc1cc2c(cc1OC)CN(c1ccc([N+](=O)[O-])cc1Cl)CC2	10	-5	3	54	-1.1	-2	2	49	7	-49
Nc1nnc(Cc2ccc(Cl)cc2Cl)s1	3	-2	-6	95	2.0	1	15	100	-9	-33
COC(=O)CNC(=O)C(C)NC(=O)CNC(=O)OCc1ccccc1 (centres undefined)	1	x	9	95	-2.1	13	11	85	7	-39

The last 2 compounds of the section above open the next one:
SMILES	NPY Y2 blocker	Phagocyt inh	GALR2 blocker	HCT116 PTEN-null	MRP1 act	Yeast life ext	Measles CPE	bCat KO growth	E-sel TNF inh	Yeast growth inh
Nc1nnc(Cc2ccc(Cl)cc2Cl)s1	3	-2	-6	95	2.0	1	15	100	-9	-33
COC(=O)CNC(=O)C(C)NC(=O)CNC(=O)OCc1ccccc1 (centres undefined)	1	x	9	95	-2.1	13	11	85	7	-39
O=C(CCC1CCCC1)N1CCN(C(=O)C2CC2)CC1	1	x	-8	96	-3.1	-5	2	97	11	-12
CC(C)(C)NC(=S)Nc1ccc(Br)cc1	-1	1	-5	84	-3.7	-17	16	78	11	-41
Cc1noc(C)c1CSc1nnc2ccc3ccccc3n12	2	-2	-1	97	-1.8	4	19	93	-24	-30
CCn1c(-c2cc(OC)ccc2OC)csc1=Nc1c(C)n(C)n(-c2ccccc2)c1=O	0	x	14	92	0.0	-2	27	93	-31	-25
Cc1ccc(-n2c(=O)c3sccc3n(CC(=O)NCc3ccco3)c2=O)cc1F	1	x	-4	108	-2.6	-3	21	98	29	-28
Cc1ccc(C2CC(C(F)(F)F)n3nc(C(=O)NCC4CCCO4)cc3N2)cc1 (centres undefined)	1	0	-10	106	-0.7	-8	17	99	5	-14
CCOC(=O)c1sc(NC(=O)CSc2nc3c(c(=O)n2-c2ccccc2)SCC3)c(C(=O)OCC)c1C	2	x	6	74	-3.9	1	6	78	-4	-35
O=C(c1ccccc1)c1ncc(C(F)(F)F)cc1Cl	7	0	1	100	-1.9	-2	12	103	x	-9
CC(=O)Nc1ccc(Nc2c3c4c(cccc4n(C)c2=O)C(=O)c2ccccc2-3)cc1	1	-1	-5	101	-1.9	5	4	95	12	-12
O=C1CC(NCCN2CCOCC2)C(=O)N1Cc1ccc(N2CCCC2=O)cc1 (centres undefined)	1	x	8	102	-0.1	-7	29	90	x	-16
CC1CC(=O)N(CC(=O)NCc2ccco2)c2ccccc2S1 (centres undefined)	2	-3	13	97	-2.3	-10	18	96	x	-46
COc1ccc(NC(=O)C2CCN(S(=O)(=O)c3ccc(C)cc3)CC2)cc1OC	4	-1	-3	101	-1.0	-6	10	100	-3	-37
CC(=O)Nc1ccc(NC(=O)C(C)OC(=O)c2ccc(OCc3c(C)noc3C)cc2)cc1 (centres undefined)	1	-1	4	104	-0.3	-13	21	89	-17	-14
CCOC(=O)C1=NN(C(=O)c2ccc(OC)cc2)C(O)(c2ccc(Cl)cc2)C1 (centres undefined)	3	-1	-8	94	-0.6	21	6	86	-9	-42
O=C(/C=C/c1ccccc1Cl)N(Cc1ccc(Cl)cc1)C1CCS(=O)(=O)C1 (centres undefined)	3	x	14	65	-2.3	-1	3	78	x	-18
COc1ccc(C(=O)Nc2ccccc2C(=O)N/N=C/c2cccc3ccccc23)cc1	1	x	0	17	-4.7	-13	13	17	-45	-60
N#CCCNC(=O)Cn1c(COc2ccc(Cl)cc2)nc2ccccc21	1	x	16	84	5.6*	-2	12	89	x	-13
COc1ccc(CC(=O)c2ccc(O)cc2O)cc1OC	2	0	-1	103	-3.0	-32	21	85	-15	-21
Cn1c(=O)oc2cc(S(=O)(=O)N3CCN(c4ccc(F)cc4)CC3)ccc21	0	0	2	85	-1.2	-4	4	87	10	-76
CCCCCCSc1nnc2[nH]c(=O)cc(N)n12	4	2	14	101	0.6	5	11	90	x	-22
Cc1ccc(/C=N/n2c(COc3ccccc3)n[nH]c2=S)s1	4	x	5	92	-1.6	-5	5	97	-19	-74
O=C(CC(Nc1ccc(Cl)cc1)C(=O)O)c1ccccc1 (centres undefined)	3	x	3	83	3.8	x	16	70	-9	-52
COc1ccc(OCc2nc(C#N)c(N3CCN(c4ccc(OC)cc4)CC3)o2)cc1	25*	x	10	68	0.1	3	2	69	x	-37
COc1ccc(NC(=O)C2CCCN(S(=O)(=O)c3cccc4nonc34)C2)c(OC)c1 (centres undefined)	1	1	8	90	-1.1	3	12	84	10	-23
CCOc1ccc(OCC)c(S(=O)(=O)NCc2cccnc2)c1	2	x	2	93	-3.5	x	6	87	-11	3
SMILES	NPY Y2 blocker	Phagocyt inh	GALR2 blocker	HCT116 PTEN-null	MRP1 act	Yeast life ext	Measles CPE	bCat KO growth	E-sel TNF inh	Yeast growth inh
O=C(c1nsnc1-c1ccccc1O)N1CCCCC1	0	-1	6	103	0.1	2	1	99	-2	-54
O=C1CS/C(=N\c2ccccn2)N1C1CCCCC1	0	-1	-7	92	1.3	-2	12	101	12	-18
COc1ccc(/C=N/OCC(=O)NC(c2ccccc2)c2ccccc2)cc1OC	3	x	1	20	-2.1	3	26	17	x	-19
CCN(CC)c1ccc(NC(=O)CN2CCN(c3nc(C)cc(C)n3)CC2)cc1	4	1	11	91	-1.1	-1	4	77	-20	-76
O=C(Nc1nc(-c2ccc(F)c(F)c2)cs1)c1cc([N+](=O)[O-])ccc1N1CCOCC1	-3	-7	1	79	-2.8	-3	23	78	18	-27
COC(=O)c1c(N)nc(C)n1-c1ccc(OC)cc1	0	-2	-2	106	-0.8	-11	4	106	-7	-30
C/C(=C\c1ccccc1)C(=O)Nc1nc2ccc([N+](=O)[O-])cc2s1	-2	x	19	92	2.0	0	5	83	x	-27
Cc1ccccc1NC(=O)CSCCO	2	-1	9	106	-0.5	-10	5	101	-9	-8
Cc1ccc(Sc2ccc(C(=O)NC(C)C)cc2[N+](=O)[O-])cc1	2	-3	-1	88	-3.8	4	7	93	5	-29
C=CCNc1nc2c(c(=O)[nH]c(=O)n2C)n1CCCCC	0	x	4	109	0.6	-5	30	95	-6	-52
CCOC(=O)N1CCN(c2c(N3CCN(c4ccc(OC)cc4)CC3)c(=O)c2=O)CC1	0	0	-7	99	-2.0	-5	12	98	x	-28
C=CCN(C)CCCNC(=O)/C=N/O	3	0	9	102	1.2	5	26	98	-7	-28
Cc1cccc(NC(=S)NCCc2c[nH]c3ccccc23)c1	0	-10	6	89	-3.6	-4	3	77	x	2
CCn1c(SCCC(C)C)nnc1-c1c[nH]c2ccccc12	5	0	-9	63	0.5	-8	19	39	x	-12
O=C(/C=C/c1cnc2ccccc2n1)NC1CCCCCC1	5	-10	-6	80	-3.8	-2	10	72	x	-9
CCOC(=O)Cc1csc(/N=C/c2c(O)n(-c3ccccc3C(F)(F)F)c(=O)c3ccccc23)n1	1	-9	11	62	-1.7	-1	5	76	-2	-62
Cc1cc(C)n(-c2nc3ccccc3nc2N2CCC(C)CC2)n1	7	1	11	72	-0.4	8	4	68	-8	-5
O=C(CSc1nc2scc(-c3ccco3)c2c(=O)n1-c1ccccc1)N1CCOCC1	1	-1	-7	92	-2.0	-17	32	101	2	6
COc1ccc(C(=O)Nn2cnnc2)cc1	-1	0	-7	94	0.3	-9	23	106	x	-10
C=CCN1C(=O)C2C(C(=O)NCc3ccccc3)C3(C)C=CC2(O3)C1C(=O)NC(C)(C)C (centres undefined)	-2	0	1	96	-0.1	-14	5	99	-1	-24
N#CCCCCn1c(-c2cncs2)nc2ccccc21	6	1	5	94	0.3	-11	8	86	9	-16
Cc1cc(C)cc(-n2nnnc2-c2cn(C)nc2C(F)(F)F)c1	1	x	16	87	-4.0	-21	6	107	15	-15

Looked up above:
For GALR2 blocker, CCOC(=O)Cc1csc(/N=C/c2c(O)n(-c3ccccc3C(F)(F)F)c(=O)c3ccccc23)n1 is entered as 11
For HCT116 PTEN-null, COc1ccc(C(=O)Nn2cnnc2)cc1 is entered as 94
For Yeast life ext, C/C(=C\c1ccccc1)C(=O)Nc1nc2ccc([N+](=O)[O-])cc2s1 is entered as 0
For Yeast growth inh, Cc1cc(C)cc(-n2nnnc2-c2cn(C)nc2C(F)(F)F)c1 is entered as -15
